TRb-SRC2 inh: qHTS for Inhibitors of the Interaction of Thyroid Hormone Receptor and Steroid Receptor Coregulator 2; hit rate 0.065% among 280,000; TRbeta-SRC2 peptide binding, fluorescence polarization; receptor liganded with 1 µM T3; Thyroid hormone receptor beta (Homo sapiens), P10828; Potency, µM (doses to about 106 µM), without a hit: top-dose activity change, negative = inhibition, actives largely listed as inhibitors;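 further: plate controls were bound peptide for no effect and peptide without receptor for full effect; nearly all actives have a fitted effect of over 50% in size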
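Fluorescence polarization of 20 nM Texas Red SRC2 peptide with 0.6 uM human TRb ligand-binding domain, in Tris buffer with 1uM T3 and 5% DMSO. Incubated 5 hr ambient; normalized to unbound and bound controls.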
GLA spleen mod: qHTS Assay for Inhibitors and Activators of Human alpha-Galactosidase From Spleen Homogenate | hit rate 0.008% among 240,000 | AID 2107, 2009 | human spleen homogenate, 4MU-alpha-Gal fluorescence, 40 min | Potency, µM (titrated, usually from 80 µM), inactives show top-dose activity change, negative = inhibition, usual class: inhibitors;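 further: 0% = enzyme with vehicle and -100% = no enzyme basal signal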
Target sequence (P06280 32-429 limits assumed): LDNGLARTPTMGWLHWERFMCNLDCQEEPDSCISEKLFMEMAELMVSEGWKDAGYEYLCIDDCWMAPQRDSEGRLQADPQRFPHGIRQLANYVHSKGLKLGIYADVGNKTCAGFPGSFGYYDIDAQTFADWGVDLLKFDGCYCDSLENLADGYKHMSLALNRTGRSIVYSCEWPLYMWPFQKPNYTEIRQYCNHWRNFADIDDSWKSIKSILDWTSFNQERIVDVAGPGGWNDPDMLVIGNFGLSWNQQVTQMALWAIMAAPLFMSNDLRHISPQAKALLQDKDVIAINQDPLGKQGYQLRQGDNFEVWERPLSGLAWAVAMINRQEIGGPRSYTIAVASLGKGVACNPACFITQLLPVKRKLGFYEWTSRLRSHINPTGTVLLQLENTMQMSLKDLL
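qHTS titration in buffer at pH 5.0. Alpha-galactosidase activity in spleen homogenate was measured via 4-methylumbelliferone release from 1 mM fluorogenic substrate after 40 min at 37C and a pH 10 stop. AC50 came from Hill fits of control-normalized data.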
Tau fluor cs: Counterscreen qHTS for Inhibitors of Tau Fibril Formation, Fluorescence Polarization; tau K18 P301L Alexa594 fluorescence, heparin fibrillization; Potency, µM (doses to about 57.7 µM), for the others: top-dose activity change, negative = decrease; hit rate 0.93% among 280,000; further: nearly all actives have a fitted effect of over 55% in size
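Human tau K18 P301L (15 uM unlabeled, 0.24 uM Alexa 594-labeled) in 100 mM sodium acetate pH 7 with 20 uM heparin, 6 hr at 37 C. ThT 30 uM added, 1 hr ambient; Alexa 594 FP and total fluorescence read at 555/632 nm.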
L3MBTL1 block: qHTS Assay for the Inhibitors of L3MBTL1; Lethal(3)malignant brain tumor-like protein 1 (Homo sapiens), Q9Y468; AlphaScreen L3MBTL1–H3K9me1 peptide binding; Potency, µM (top dose mostly 57.1 µM), without a hit: at the top dose activity, negative = inhibition, usual class: inhibitors; hit rate 0.66% among 230,000; AID 485360, 2010; further: nearly all actives have a fitted effect of over 60% in size
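AlphaScreen proximity signal between nickel-chelate acceptor and streptavidin donor beads (final 10 ug/mL) reports binding of 50 nM L3MBTL1 to 75 nM biotin-H3 K9me1 peptide; complex incubated with compounds 30 min at room temperature; cefsulodin titration as control.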
Tau ThT inhib: qHTS for Inhibitors of Tau Fibril Formation, Thioflavin T Binding; Potency, µM (doses to about 57.4 µM), for the others: top-dose activity, negative = inhibition, most hits filed as inhibitors; recombinant tau K18 P301L (four-repeat tau fragment), heparin-induced fibrillization, ThT fluorescence; hit rate 2.1% among 270,000; further: nearly all actives have a fitted effect of over 55% in size
Target sequence (P10636 561-689 P618L limits assumed): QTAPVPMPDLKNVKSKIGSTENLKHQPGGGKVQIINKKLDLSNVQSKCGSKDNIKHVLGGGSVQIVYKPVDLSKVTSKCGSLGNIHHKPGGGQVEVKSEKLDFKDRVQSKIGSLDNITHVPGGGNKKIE
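Recombinant human tau K18 fragment […] carrying P301L, 15 uM unlabeled plus 0.24 uM Alexa 594-labeled, was fibrillized with 20 uM heparin in 100 mM sodium acetate pH 7 for 6 hr at 37 C; 30 uM ThT fluorescence read after 1 hr.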
ALDH1A1 inh: qHTS Assay for Inhibitors of Aldehyde Dehydrogenase 1 (ALDH1A1). hit rate 7.3% among 220,000. Purified ALDH1A1, NADH fluorescence, propionaldehyde substrate. Potency, µM (top dose mostly 75.3 µM), inactives show at the highest dose activity, negative = inhibition, usual class: inhibitors. Aldehyde dehydrogenase 1A1 (Homo sapiens), P00352; active means well fitted inhibition curve with a large enough effect, not every such curve was filed as active; inconclusive means small, poorly fitted or top-dose-only effect, or another doubt; inactive means no such curve, though single readings can be large or run the other way;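 further: plate controls were no enzyme wells and a reference inhibitor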
Target sequence (P00352 whole entry, looked up): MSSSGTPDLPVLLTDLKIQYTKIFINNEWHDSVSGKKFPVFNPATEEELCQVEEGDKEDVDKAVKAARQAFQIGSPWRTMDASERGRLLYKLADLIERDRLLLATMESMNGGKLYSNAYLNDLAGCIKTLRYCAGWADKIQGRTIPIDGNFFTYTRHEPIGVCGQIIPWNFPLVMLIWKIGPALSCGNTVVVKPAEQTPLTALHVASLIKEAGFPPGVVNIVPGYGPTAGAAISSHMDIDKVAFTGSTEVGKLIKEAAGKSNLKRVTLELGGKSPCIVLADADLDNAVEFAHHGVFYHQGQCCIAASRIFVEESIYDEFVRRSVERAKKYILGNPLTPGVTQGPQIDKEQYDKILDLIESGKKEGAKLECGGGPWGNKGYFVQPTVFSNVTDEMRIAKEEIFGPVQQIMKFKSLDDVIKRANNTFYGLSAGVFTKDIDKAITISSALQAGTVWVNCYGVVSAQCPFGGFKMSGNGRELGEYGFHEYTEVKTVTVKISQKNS
TR SRC2 fluor cs: Total Fluorescence Counterscreen for Inhibitors of the Interaction of Thyroid Hormone Receptor and Steroid Receptor Coregulator 2; Potency, µM (doses to about 106 µM), for inactives: top-dose fluorescence change, negative = quenching; TRb/SRC2 Texas Red total fluorescence interference; hit rate 0.29% among 280,000; active means well fitted curve in either direction with a large enough effect; inconclusive means small, poorly fitted or top-dose-only effect
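Flags fluorescent or light-absorbing compounds by total fluorescence, S + 2P, at 555 nm excitation and 632 nm emission. Mixture: 20 nM Texas Red SRC2 peptide, 0.6 uM human TRb LBD, 1 uM T3, 5% DMSO; compound exposure 5 h at ambient temperature.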
Tau FP inhib: qHTS for Inhibitors of Tau Fibril Formation, Fluorescence Polarization. Potency, µM (highest dose often 57.7 µM), inactives show top-dose activity, negative = inhibition, usual class: inhibitors. hit rate 0.39% among 280,000. K18 P301L tau heparin fibrillization, Alexa594 FP, 6 h. Microtubule-associated protein tau (Homo sapiens), P10636; further: nearly all actives have a fitted effect of over 55% in size
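Compound effects on tau fibrillization are measured by Alexa 594 fluorescence polarization (ex 555, em 632 nm). K18 P301L tau is used at 15 uM with 0.24 uM labeled tracer, and 20 uM heparin induces aggregation over 6 hr at 37 C.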
Active calls of the source: *; ? = inconclusive; . = no result given; & = joins results of further samples; [ ] = remark or other dose. Unless noted, the call rests on the fitted dose curve; in most records, active means well fitted curve in the direction sought with a large enough effect; inconclusive means small, poorly fitted or top-dose-only effect, or another doubt; inactive means no such curve, though single readings can be large; an effect the other way counts as inactive or inconclusive. Unless noted, on the % scale 0 is the no-effect control and ±100 the full control effect; potency means the concentration at half of the fitted maximal effect.

SMILES | TRb-SRC2 inh | GLA spleen mod | Tau fluor cs | L3MBTL1 block | Tau ThT inhib | ALDH1A1 inh | TR SRC2 fluor cs | Tau FP inhib
CO[C@H]1COC(=O)CCC[C@@H](C)[C@H](OC)COC(=O)[C@@H](C)NC(=O)C/C=C\[C@@H]1C | 8%[11.2 µM] | 12%[17.5 µM] | -1%[11.6 µM] | . | 2%[11.5 µM] | -6%[13.5 µM] | 2%[11.2 µM] | 2%[11.6 µM]
CC(=O)Oc1ccc2c(=O)c(Oc3ccccc3)c(C)oc2c1OC(C)=O | -1% | -2% | -12% | -12% | ? | ? | 3% | -3%
COc1cc([N+](=O)[O-])ccc1NC(=O)CCCOc1ccc(C)cc1 | -2% | 2% | ? | -10% | ? | -13% | 1% | 7%
COc1cccc(C2C3=C(N=C4SCC(=O)N42)c2ccccc2CC3)c1OC (centres undefined) | -5% | -11% | -19% | . | ? | ? | -2% | -3%
COc1ccccc1NC(=O)COC(=O)/C=C/c1ccccc1[N+](=O)[O-] | 1% | 0% | -24% | -7% | -22% | ? | -2% | 6%
COc1ccccc1OCC(=O)NCC1(N2CCOCC2)CCCCC1 | -3% | . | -3% | . | 5% | . | -20% | ?
CN(C)S(=O)(=O)Oc1ccsc1C(=O)Nc1ccccc1Cl | -4% | -7% | -20% | 12% | -2% | 4% | -2% | -5%
COC(=O)c1ccccc1NC(=O)Cn1ccnc1 | -3% | 3% | 7% | 7% | 1% | -6% | 1% | 4%
Cc1ccc(/C(C#N)=C\c2ccc(N3CCOCC3)o2)cc1 | -4% | 1% | ? | -9% | 10µM* | 10µM* | 13% | ?
N#C/C(=C/c1cn(CC(=O)O)c2ccccc12)c1ccc(F)cc1 | 3% | 5% | -1% | -2% | -7% | 0% | -6% | 2%
CCCCN(C)CCNC(=O)Cn1c(=O)sc2ccccc21 | -5% | 9% | -2% | 1% | -3% | 16% | -6% | 1%
N#Cc1cc(Oc2ccc3ccccc3c2)c(-n2nnc3ccccc32)cc1C#N | 3% | 6% | -10% | . | -17% | -6% | -4% | -5%

Single records (already shown). Screens in order: TRb-SRC2 inh	GLA spleen mod	Tau fluor cs	L3MBTL1 block	Tau ThT inhib	ALDH1A1 inh	TR SRC2 fluor cs	Tau FP inhib
`N#C/C(=C/c1cn(CC(=O)O)c2ccccc12)c1ccc(F)cc1` is listed with 3%	5%	-1%	-2%	-7%	0%	-6%	2%
`CO[C@H]1COC(=O)CCC[C@@H](C)[C@H](OC)COC(=O)[C@@H](C)NC(=O)C/C=C\[C@@H]1C` is listed with 8%[11.2 µM]	12%[17.5 µM]	-1%[11.6 µM]	.	2%[11.5 µM]	-6%[13.5 µM]	2%[11.2 µM]	2%[11.6 µM]
`CN(C)S(=O)(=O)Oc1ccsc1C(=O)Nc1ccccc1Cl` is listed with -4%	-7%	-20%	12%	-2%	4%	-2%	-5%
`N#Cc1cc(Oc2ccc3ccccc3c2)c(-n2nnc3ccccc32)cc1C#N` is listed with 3%	6%	-10%	.	-17%	-6%	-4%	-5%
`CC(=O)Oc1ccc2c(=O)c(Oc3ccccc3)c(C)oc2c1OC(C)=O` is listed with -1%	-2%	-12%	-12%	?	?	3%	-3%

Carrying on.
SMILES | TRb-SRC2 inh | GLA spleen mod | Tau fluor cs | L3MBTL1 block | Tau ThT inhib | ALDH1A1 inh | TR SRC2 fluor cs | Tau FP inhib
Cc1cc(C)c2c(-n3cccc3)c(C(=O)NCCCN3CCCCC3C)sc2n1 (centres undefined) | -5% | . | -3% | . | -1% | . | -2% | -3%
Cc1ccc(NC(=O)c2cc(CN3CCOCC3)on2)cc1Cl | -7% | . | 5% | . | 2% | . | ? | -5%
CN1C(C(=O)NCc2ccc(OC(F)(F)F)cc2)CC2Cn3c(nc4cc(Cl)c(Cl)cc43)C21 (centres undefined) | 11% | 4% | -18% | . | ? | . | 0% | 4%
O=C(NN1CC(=O)N(c2cc(Cl)cc(Cl)c2)CC1=O)c1sccc1Cl | -7% | 4% | 8% | . | . | . | -1% | 0%
O=[N+]([O-])c1ccc(Sc2ccc(Cl)c(Cl)c2)nc1 | 0% | 3% | ? | -4% | -14% | 5% | 0% | 0%
Cc1cc(OCC(=O)Nn2cnnc2)c(C)cc1Br | -5% | -2% | 2% | 10% | -2% | 8% | -2% | -3%
CCOc1ccc(-c2ccc(SCC(=O)N3CCN(c4ccccc4)CC3)nn2)cc1 | 3% | 5% | -13% | 12% | -17% | 18µM* | 0% | -7%
CCOC(=O)N1CCc2c(sc3c2c(=O)n(Cc2ccccc2)c(=O)n3CC(=O)NCCOC)C1 | 0% | -10% | -2% | 1% | 7% | 7% | 0% | 0%
CCN(CC)CCCN(Cc1cc2cc3c(cc2[nH]c1=O)OCO3)C(=S)Nc1ccccc1OC | 2% | -3% | -8% | -12% | -6% | ? | -5% | -5%
CCN(CCNC(=O)C1CCN(S(=O)(=O)c2c(C)noc2C)CC1)c1ccccc1 | 7% | 3% | -20% | . | -3% | -6% | 0% | 9%
CCN(CC)S(=O)(=O)c1cccc(NC(=O)CN(C)C2CCCCC2)c1 | 1% | -6% | 1% | 0% | 2% | -3% | -1% | 6%
COc1ccc(OC)c2sc(NNC(=O)C3COc4ccccc4O3)nc12 (centres undefined) | -1% | 2% | -1% | -9% | 5% | 2% | -1% | 6%
COc1cn(CC(=O)Nc2cccc(C)c2C)c(CN2CCCCC2)cc1=O | 3% | . | -2% | . | 0% | . | 2% | -3%
Cc1ccc(C)c(NC(=S)c2nc3ccccc3s2)c1 | -3% | 5% | -7% | -15% | -19% | ? | 1% | 1%
CCCCCCCCC/C=C/CC1CC(=O)OC1=O (centres undefined) | 6% | -4% | . | . | . | 28µM* | -1% | .
O=C(COc1ccccc1)Nc1ccccc1Oc1ccccc1 | -15% | 4% | -14% | 49%[activator] | -10% | -5% | -2% | 1%
Cc1cc(SCCC(=O)O)nc2c(C)cccc12 | -2% | -4% | 2% | . | -1% | -10% | -7% | -3%
CCS(=O)(=O)Nc1cccc(-c2ccc3nnc(C)n3n2)c1 | 2% | -4% | -3% | . | -5% | 4% | 0% | -5%
COCCNC(=O)CSc1nc2cc3c(cc2c(=O)n1CCCC(=O)NCCc1ccc(OC)c(OC)c1)OCO3 | 10%&-2% | -9% | -5%&-5% | . | -9%&-5% | -1% | -1%&-5% | 1%&-10%
CCCc1noc(-c2cccc([N+](=O)[O-])c2)n1 | 8% | 0% | -6% | . | -5% | ? | -1% | 2%
COC(=O)C1=C(O)CSC1=Nc1ccc(C)cc1 | 3%[53 µM] | -6% | 9% | -5% | 6% | 5% | -2%[53 µM] | -6%
O=C(COC(=O)c1cc[n+]([O-])cc1)Nc1ccc(SC(F)F)cc1 | 3% | 17% | -13% | . | -13% | . | -2% | 2%
COC(=O)CN1C(=O)C2(OCCCO2)c2ccccc21 | -1% | 5% | -6% | -2% | -7% | -7% | -2% | -4%
Cc1ccc(CNC(=O)c2cc3c(=O)n(Cc4cccnc4)ccc3nc2C)cc1 | 0% | . | -5% | . | 3% | . | -4% | -6%
CCOC(=O)NC[C@H](Cc1ccc(OCCc2nc(-c3ccccc3)oc2C)cc1)N/C(C)=C\C(=O)c1ccc(C(F)(F)F)cc1 | -2% | -3% | -8% | . | -10% | ? | -23% | 6%
O=C(N/N=C/c1ccccn1)c1sc2ccccc2c1Cl | 0% | -1% | ? | ? | ? | 11µM* | -3% | -8%
C=C(C)COc1ccc(-c2nc(N)ncc2-c2ccccc2OC)c(O)c1 | 10% | 8% | ? | -25% | -16% | -15% | 0% | 5%
Cc1ccc(-c2csc3ncn(/N=C/N(C)C)c(=O)c23)o1 | -11% | -3% | 0% | . | -4% | -3% | -3% | 1%
O=c1c2cnn(-c3ccccc3)c2nnn1/N=C/c1cccnc1 | -1% | -1% | 5% | -1% | -9% | 0.4µM* | -1% | 2%
CCc1cccc(NC(=O)CSc2n[nH]c(-c3ccccc3Cl)n2)c1 | -2% | . | ? | . | -8% | . | -1% | ?
CCCCc1cc(=O)oc2cc(C)cc(OCC(=O)O)c12 | -12% | -13% | -1% | 2% | -2% | ? | -3% | 2%
CC1CCN(S(=O)(=O)c2cc3c4c(c2)C(C)C(=O)N4CCC3)CC1 (centres undefined) | -4% | . | -1% | . | -2% | . | -1% | -7%
COc1ccc2c(Sc3ccccc3)c(C(=O)NCCN(C)C)[nH]c2c1 | 0% | . | ? | . | ? | . | -1% | -13%
Cc1cccc(OC(=O)CN2C(=O)C3C4CCC(C4)C3C2=O)c1C (centres undefined) | 7% | -7% | -3% | 0% | -5% | ? | 2% | -3%
O=C(NCC1CCCO1)C(=O)NCC(c1ccco1)N1CCN(c2ccccc2F)CC1 (centres undefined) | 3% | 6% | 1% | -3% | 10% | -1% | -1% | -4%
COc1ccc(CCN2C(=O)CC(C(N)=O)SC2=Nc2ccccc2)cc1 (centres undefined) | 1% | 7% | -23% | -27% | -12% | ? | 0% | -11%
N#Cc1cccc(NC(=S)Nc2ccccc2)c1 | 5% | -9% | -9% | 1% | -5% | ? | -2% | ?
NC(=O)COC(=O)c1ccc(Cl)c(S(=O)(=O)N2CCCCCC2)c1 | 2% | 5% | -13% | . | -6% | 4% | 1% | -2%
O=C1CCC(=O)N1c1ccc(CSc2nc3ccccc3[nH]2)cc1 | -7% | 3% | -2% | -4% | -10% | 14µM* | -3% | 1%
CCCCC(=O)NS(=O)(=O)c1ccc(N=NN2CCOCC2)cc1 | 6% | 2% | -8% | 7% | -10% | 10% | 2% | -2%
CCCCSc1nnc(-c2ccc(C)cc2)o1 | 6% | -4% | -6% | -18%[11.4 µM] | -19% | -4% | 2% | -3%
O=C(CCN1CCN(c2ccccc2F)CC1)Nc1ccccc1F | -9% | -2% | 3% | -4% | -2% | 1% | -2% | 7%

Random draw from the library (roughly 8.5% active in at least one column).
